# N-glyco inh – N-linked glycosylation inhibition. D54 ERlucT glycosylation luciferase reporter, 24 h; percent of 100 nM tunicamycin response. 0.23% of 360,000 active. reporter increase, % at 12.5 µM. AID 588692;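 active = mean luciferase reporter signal, scaled so untreated is 0 and the glycosylation-blocking control 100, at or above a set limit in every replicate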;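 also: luciferase carries N-glycosylation sites so blocking glycosylation raises the light; 0% = median of neutral control wells and 100% = median of 100 nM tunicamycin wells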
# CaV13 FRET inh – Disruptors of the CACNA1D IQ motif to Ca2+-dependent inactivation inhibitor domain association, primary screening, Förster resonance energy transfer in intact living …. AID 743397. 0.098% of 340,000 active. inhibition, % at 12.3 µM. HEK cells, CFP/YFP FRET ICDI-IQ, plate reader, 10 min; percent FRET-ratio fall versus neutral wells;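 active = mean replicate inhibition of at least 30% and at least 1% of replicates passing that level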;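 also: 0% = median of the neutral control wells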
# hiPSC survival – enhancers of human iPSC single-cell survival; AID 602274; hiPSC single-cell survival, ATPlite luminescence; 100% = ROCK inhibitor wells, 0% = DMSO; 0.044% of 360,000 active; survival enhancement, % at 20 µM; in the data active = survival enhancement above about 18%;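 also: cells exposed to compounds for 16 hours before the ATP read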
# m5-HT2A agonist – agonists of mouse serotonin 5-HT2A receptor (HTR2A); P35363; activation, % at 7.6 µM; 0.66% of 360,000 active; CHO-K1 mHTR2A beta-arrestin complementation, luminescence; percent of 30 µM serotonin response;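 active = activation above a run cutoff, the mean activation of all tested compounds plus 3 SD, cut at about 14% in these data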;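 also: 0% = plate median of compound wells and 100% = 30 µM serotonin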
# Target sequence (P35363 whole entry, looked up): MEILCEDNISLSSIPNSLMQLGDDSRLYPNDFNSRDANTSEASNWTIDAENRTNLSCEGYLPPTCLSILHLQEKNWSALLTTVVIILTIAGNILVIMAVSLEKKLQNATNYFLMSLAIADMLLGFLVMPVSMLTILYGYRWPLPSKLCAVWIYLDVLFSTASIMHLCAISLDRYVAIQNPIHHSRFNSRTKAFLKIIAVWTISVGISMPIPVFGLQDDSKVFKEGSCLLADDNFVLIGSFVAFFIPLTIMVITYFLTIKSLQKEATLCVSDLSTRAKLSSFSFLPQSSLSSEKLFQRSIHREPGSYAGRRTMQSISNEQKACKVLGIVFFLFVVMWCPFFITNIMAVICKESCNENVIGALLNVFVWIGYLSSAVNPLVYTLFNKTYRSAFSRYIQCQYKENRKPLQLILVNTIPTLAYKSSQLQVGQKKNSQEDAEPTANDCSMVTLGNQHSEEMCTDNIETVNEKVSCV
# Vif inh – HIV Vif inhibition; HEK293T cells, Vif self-association by quenched fluorescence, imaging, 24 h; inhibition, % at 7.49 µM; 0.35% of 340,000 active; AID 602346; in the data active = inhibition above about 50%, passing the limit was not always enough; also: some results filed as inactive read as strong as hits
# Granule exo inh – blocks lytic granule exocytosis; 0.66% of 360,000 active; TALL-104 LAMP-1 surface exposure, flow cytometry; cells stimulated with thapsigargin and PMA; AID 651702; inhibition, % at 10 µM;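 active = inhibition above about 55%, limit read from the data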
# ABCB6 inh MLPCN – inhibitors of human ABC transporter ABCB6. fluorescence ratio to DMSO, % at 10 µM. K562-ABCB6 porphyrin accumulation, flow cytometry, 1 h; active compounds read low. AID 602162. 0.19% of 360,000 active. Q9NP58;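 active = fluorescence ratio to DMSO below 75%, the collection mean minus 3 SD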;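 also: signal is porphyrin accumulated inside mitochondria; 100% equals median channel fluorescence of DMSO control wells; lower ratio means ABCB6 inhibition with less porphyrin fluorescence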
# PDI inh – PDI (human) enzyme inhibition; inhibition, % at 10 µM; 0.052% of 350,000 active; P07237; PDI insulin aggregation turbidity, A650, 90 min;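 active = mean inhibition across replicates of 30% or more, whatever share of single replicates reach that level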;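 also: absorbance from insulin aggregation driven by PDI reduction with DTT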
# Target sequence (P07237 whole entry, looked up): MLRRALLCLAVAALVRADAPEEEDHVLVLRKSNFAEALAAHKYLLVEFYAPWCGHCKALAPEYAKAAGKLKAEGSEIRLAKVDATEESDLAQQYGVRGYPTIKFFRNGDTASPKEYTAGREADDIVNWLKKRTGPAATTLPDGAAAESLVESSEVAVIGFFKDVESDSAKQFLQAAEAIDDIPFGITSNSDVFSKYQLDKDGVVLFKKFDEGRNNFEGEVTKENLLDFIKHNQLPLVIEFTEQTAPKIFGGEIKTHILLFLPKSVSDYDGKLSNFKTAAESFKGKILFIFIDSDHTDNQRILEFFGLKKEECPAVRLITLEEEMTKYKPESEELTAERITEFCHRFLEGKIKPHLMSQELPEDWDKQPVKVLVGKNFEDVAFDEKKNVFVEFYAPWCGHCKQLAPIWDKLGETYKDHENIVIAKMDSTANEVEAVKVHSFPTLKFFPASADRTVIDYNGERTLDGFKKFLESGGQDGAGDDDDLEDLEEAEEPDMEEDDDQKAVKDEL
# Cardio protect – myocardial damage modulation in H9c2 cells; H9c2 cardiomyocytes, H2O2 injury protection, ATPLite, 2 h; protection from H2O2 cell death, % at 20 µM; 0.63% of 360,000 active; AID 588492;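 active = compounds giving at least 50% protection of heart cells from peroxide-induced death in the single-dose screen, raw or plate-pattern-corrected value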;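 also: 0% = DMSO wells with peroxide and 100% = DMSO wells without peroxide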
# aDG glyco up – increases alpha dystroglycan glycosylation; AID 624168; Pro5-aDG cells, alpha-DG glycosylation AlphaScreen (IIH6); 0% Pro5, 100% B10-LARGE cell signal; 0.22% of 360,000 active; activation, % at 10 µM;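 active = activation of at least 8% versus controls, or a plate z-score of at least 8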;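 also: Pro5 are CHO cells carrying HIG-tagged alpha-DG that lacks glycosylation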
# Starred values were filed as active, the others as inactive; / = not tested or not shown.
SMILES,N-glyco inh,CaV13 FRET inh,hiPSC survival,m5-HT2A agonist,Vif inh,Granule exo inh,ABCB6 inh MLPCN,PDI inh,Cardio protect,aDG glyco up
CCN(CC)C(=O)[C@H]1C[C@H](CC(=O)NCCCN(C)C)C(=O)N2CCc3c([nH]c4cc(-c5ccco5)ccc34)[C@]12C,-5,-3,-1.3,3,15,-5,95,8,-3,0.0
CCc1cccc(CC)c1NC(=O)c1cccc(NC(=O)c2ccccc2)c1,-3,-3,-1.5,4,-5,-5,96,-9,-2,0.4
C[C@@H]1CN([C@H](C)CO)C(=O)CCCn2nncc2CO[C@H]1CN(C)S(=O)(=O)c1ccc2c(c1)OCCCO2,0,-6,1.6,-1,2,3,98,12,1,0.0
CCC(=O)NC(=S)NNC(=O)COc1ccc(Br)cc1,1,8,-3.9,2,3,0,105,7,8,0.0
COC(=O)c1cc(OC)c(OC)cc1NC(=O)c1cc(OC)cc(OC)c1,2,0,0.6,4,-12,-1,105,17,0,-0.1
Cc1ccc(CNC(=O)CCC2CCCN(Cc3cc4ccccc4o3)C2)o1 (stereo unspecified),1,-5,0.5,-5,2,1,100,-5,7,0.0
CCN1CCc2c(OCC(=O)N3CCC(C)CC3)cccc2C1=O,-2,-7,1.5,4,-6,2,110,8,-4,0.6
COc1ccc(C2C(C(=O)/C=C/c3ccco3)=C(O)C(=O)N2CCN2CCOCC2)cc1OC (stereo unspecified),3,-20,0.7,4,-2,-2,98,-1,-2,0.2
O=C(CSc1nc(O)cc(=O)n1-c1ccccc1)N1CCCCC1,2,-6,-2.1,-1,3,0,98,-7,4,-0.2
Cc1cccc(C(=O)Nc2cccc3c2CCCC3)c1,0,17,-0.2,-1,3,-4,102,8,3,0.2
Cc1nc2cc3ccccc3cc2n1C,2,-4,-1.5,-5,14,13,103,-5,2,0.3
CC(NC(=O)c1ccco1)C(=O)OCc1cccc(C(F)(F)F)c1 (stereo unspecified),1,-3,-0.3,2,-4,-14,102,3,-6,0.0
CN(C)c1cccc2c(S(=O)(=O)NCc3ccc(S(N)(=O)=O)cc3)cccc12,0,-3,-0.1,0,-11,8,104,4,-2,-0.2
N#Cc1ccc(C23CC4CC(CC(C4)C2)C3)[nH]c1=O,5,-4,0.5,0,10,4,102,6,0,0.1
Cc1ccc(NC(=O)N2CCC(NC(=O)c3cccc(F)c3)CC2)cc1,3,-7,0.3,4,12,-11,97,-9,7,-0.1
O=C(/C=C/c1ccccc1[N+](=O)[O-])NCCN1C(=O)S/C(=C\c2ccc(F)cc2)C1=O,0,-6,-0.1,5,32,-4,96,1,-11,0.0
Cc1ccc2nc(NC(=O)CSCC(=O)OCC(=O)c3ccccc3)sc2c1,-5,-6,-0.7,-2,2,-1,96,-10,-5,-0.2
COc1ccc(CNC(=O)C2CCCN2S(=O)(=O)c2ccc(F)cc2)cc1 (stereo unspecified),-1,-3,-0.7,0,-3,-1,96,0,2,0.0
CCn1c(=S)[nH]c2ccccc21,3,-5,0.5,3,23,-1,95,-7,16,-0.1
N#Cc1cc(C(=O)c2ccccc2OCC(=O)Nc2ccccc2Cl)cn(C2CCCCC2)c1=O,-1,/,1.1,-4,-11,-3,93,-22,-2,-0.3
COC(=O)c1noc(C)c1-c1ccnn1C(=O)c1ccc(Cl)cc1,4,-5,1.4,0,16,-2,92,-5,4,0.0
CSc1cccc(CN2CCN(CCc3ccccc3)C(CCO)C2)c1 (stereo unspecified),-2,-6,-3.2,-6,30,0,96,-6,3,0.0
CCCN(CCC)Cc1c(C(=O)N/N=C/C(C)=C\c2ccccc2)nnn1-c1nonc1N,-6,-3,0.9,-4,-1,22,102,-1,-16,0.2
Cc1noc(C)c1S(=O)(=O)N(C)C[C@H]1Oc2c(NC(=O)Nc3ccc4c(c3)OCO4)cccc2C(=O)N([C@H](C)CO)C[C@@H]1C,-3,-6,1.4,-2,-1,-2,94,-6,6,0.1
CC1=N/C(=C\c2ccc([N+](=O)[O-])cc2)C(=O)N1c1ccc(Br)c(C)c1,-1,-8,-1.2,-6,-4,8,107,4,-14,0.1
Cc1ccc(NS(=O)(=O)c2ccccc2F)cc1S(=O)(=O)N1CCCCC1,2,-3,0.6,1,4,1,89,1,4,0.0
N#Cc1nc(-c2ccc(Cl)cc2)oc1NCCc1ccccn1,-3,-5,-2.4,-1,-19,0,102,-4,-15,0.3
CC(C)OC(=O)C1C(=O)CC(C)(O)C(C(=O)OC(C)C)C1c1cccc([N+](=O)[O-])c1 (stereo unspecified),-1,-19,0.8,1,-4,-2,94,0,-1,0.2
Cc1ccc2c(c1)N(Cc1cccc(F)c1)C(=O)C(C)O2 (stereo unspecified),-1,-9,-0.6,-3,2,3,98,-6,-9,-0.1
CCCc1n(CC)c2ccccc2[n+]1CC(O)COC1CCCCC1 (stereo unspecified),1,-7,-0.4,0,27,4,100,0,-11,-0.1
C=CCOc1c2ccc(C(=O)NCc3ccc(OC)cc3)cc2nn1C,2,-5,5.5,0,4,-19,95,7,11,-0.1
CCOC(=O)CN1CC23C=CC(O2)C(C(=O)N2CCN(c4ccc(F)cc4)CC2)C3C1=O (stereo unspecified),0,-3,-3.0,3,-5,3,99,/,3,-0.1
O=C(O)c1cc2nc(-c3cccs3)cc(C(F)(F)F)n2n1,0,-4,0.7,3,-5,2,103,5,8,0.1
CCOC(=O)C1CCN(c2nc3ccccc3n2CC(=O)c2ccccc2)CC1,-2,4,-0.7,-2,-2,-2,99,-1,14,1.3
O=c1[nH]c2ccc(NCc3ccc(F)cc3)cc2[nH]1,-1,-1,-0.7,11,15,-6,94,14,0,-0.1
COC(=O)CCC(=O)NS(=O)(=O)c1ccc(N=NN2CCOCC2)cc1,1,-4,-0.7,-2,9,-7,94,-6,3,0.2
CCOC(=O)c1c(S(=O)(=O)N2CCc3ccccc32)c(C)n(C)c1C,0,-6,0.3,-4,-1,-2,102,10,-1,0.0
CCN(CC(=O)Nc1c(F)cccc1F)C(=O)CCc1ccc(OC)cc1,1,-4,-0.1,-2,-5,-2,98,-1,-3,0.0
Cn1cc(CN(CCCN2CCOCC2)C(=S)Nc2cccc(Cl)c2)c2ccccc21,-3,-5,-1.8,-5,-10,50,93,2,19,-0.4
COc1ccc(Cc2nc3ccc(C(=O)N4CCC(N(C)C)C4)cc3o2)cc1 (stereo unspecified),-2,/,0.0,-3,-5,-22,103,4,2,-0.3
CC(=O)Nc1ccc(NC(=O)CSc2nnc(-c3ccco3)o2)cc1,1,-2,-2.0,0,-1,-1,102,-2,-7,-0.2
CNC(=O)c1cc2c(=O)n3cccc(C)c3nc2n(C(C)C)c1=N,3,18,2.1,1,8,-9,101,-10,2,0.2
C=CCn1c(COc2ccccc2)nnc1SCC(=O)O,2,-3,-3.4,-1,6,1,98,0,5,0.3
Cc1cc(NC(=O)c2ccc(Cl)cc2)n(CCC#N)n1,1,-2,-0.3,-2,-1,9,96,4,0,0.0
COc1cc(=O)[nH]c(=O)n1C(=O)Cc1ccccc1,2,-4,0.4,0,-5,-3,88,-14,4,-0.2
COC(=O)c1ccsc1NC(=O)CS(=O)(=O)c1ccccc1,0,-4,-0.5,0,4,2,96,2,1,-0.3
CCc1c(C)nc2[nH]nc(-c3ccccc3C)n2c1=O,0,-5,-1.9,1,1,0,94,4,-6,-0.3
CCCc1cc(=O)oc2c(C)c(OCC(=O)NCCN3CCOCC3)ccc12,-3,-4,-0.1,-3,5,-1,96,2,3,0.0
N#CC(C#N)=C1c2cc(S(=O)(=O)NCCO)ccc2-c2ccc(S(=O)(=O)NCCO)cc21,-1,-6,-0.2,3,-11,-1,94,4,1,-0.3
COc1ccc(CNC(=O)CN(Cc2ccc(OC)cc2)C(=O)c2csnn2)cc1,0,-6,0.0,-1,4,-1,98,3,-1,-0.2

# Pulled by compound from the list above:
SMILES,N-glyco inh,CaV13 FRET inh,hiPSC survival,m5-HT2A agonist,Vif inh,Granule exo inh,ABCB6 inh MLPCN,PDI inh,Cardio protect,aDG glyco up
COc1ccc(CNC(=O)C2CCCN2S(=O)(=O)c2ccc(F)cc2)cc1 (stereo unspecified),-1,-3,-0.7,0,-3,-1,96,0,2,0.0
O=C(/C=C/c1ccccc1[N+](=O)[O-])NCCN1C(=O)S/C(=C\c2ccc(F)cc2)C1=O,0,-6,-0.1,5,32,-4,96,1,-11,0.0
C=CCn1c(COc2ccccc2)nnc1SCC(=O)O,2,-3,-3.4,-1,6,1,98,0,5,0.3
C[C@@H]1CN([C@H](C)CO)C(=O)CCCn2nncc2CO[C@H]1CN(C)S(=O)(=O)c1ccc2c(c1)OCCCO2,0,-6,1.6,-1,2,3,98,12,1,0.0

# Following part
SMILES,N-glyco inh,CaV13 FRET inh,hiPSC survival,m5-HT2A agonist,Vif inh,Granule exo inh,ABCB6 inh MLPCN,PDI inh,Cardio protect,aDG glyco up
O=C(CNC(=O)c1cccc(F)c1)OCCOc1cccc(Cl)c1,-1,-5,-0.3,-1,-6,-1,96,-7,-2,-0.2
COc1ccc(NC(=O)COC(=O)c2ccc(N3CCCC3=O)cc2)cc1,2,-5,-0.2,-3,/,-2,95,-3,-3,-0.1
CC[C@@H](C)[C@H](CN[C@H](CNC)[C@@H](C)O)NCCc1ccc(OC)cc1,-5,-7,-2.0,-1,-3,-17,101,-10,15,-0.1
Cc1ccc(NC(=O)C2CCN(S(=O)(=O)c3c(C)noc3/C=C/c3ccco3)CC2)nc1,-3,-24,-0.5,-3,-6,4,92,-5,-4,0.0
CC1(C)CC(=O)C2=C(C1)OC(N)=C(C#N)C21CCN(C(=O)OCc2ccccc2)CC1,1,-10,-2.5,-1,/,0,94,2,8,0.5
CC(C)(C)c1ccc(C(=O)NNC(=O)C(=O)N2CCCCC2)cc1,1,-7,1.4,-3,8,-1,104,2,-6,0.0
Cc1ccc(CSC2=NCCN2C(=O)c2ccc([N+](=O)[O-])cc2)cc1,2,0,-0.9,4,7,-4,99,-2,1,0.3
COc1cccc(CN(C)C(=O)C23CC4CC(CC(NC(C)=O)(C4)C2)C3)c1OC,0,-6,0.8,2,9,2,99,6,1,0.6
Cc1c(C)n(C)c2ccc(C(=O)NCCCN3CCN(C)CC3)cc12,0,-5,-0.5,-5,-9,9,98,0,-2,0.0
CCc1cccc(NC(=O)COc2ccccc2)c1,-2,/,0.3,-2,/,-2,93,6,-5,-0.1
O=c1[nH][nH]c(C(F)(F)F)c1C=Nc1ccccc1,3,-4,-1.9,-3,6,-2,98,18,10,-0.1
Cc1nccc2[nH]c(=O)c(C(=O)NC3CCCCC3C)cc12 (stereo unspecified),1,-6,0.9,5,-11,2,97,15,7,0.1
O=c1nc(-c2ccccc2)c2cc(Cl)ccc2[nH]1,1,/,-1.4,0,0,2,96,1,3,-0.2
CN(C)CCN(C(=O)c1cccc(N2C(=O)CCC2=O)c1)c1nc2ccc(Br)cc2s1,-2,-5,0.3,-9,-8,0,102,16,-1,0.2
CCCCC(=O)Nc1cc(OC)c(NC(=O)C2CCCCC2)cc1OC,3,-4,4.8,-1,-6,0,98,-1,-1,-0.1
CCOC(=O)[C@@H]1[C@H]2COc3cc(OC)ccc3[C@@H]2N2C(=O)N(c3cccc(C)c3)C(=O)[C@]12C,2,-5,1.0,8,4,-8,100,3,11,0.2
CCn1c(CNC(=O)COc2ccc(C(C)C)cc2)nnc1SCC(=O)Nc1ccccc1F,-4,/,0.9,1,-6,2,94,4,-4,-0.3
Cn1c(=O)c2c(nc(CN3CCN(c4ccccc4F)CC3)n2CCN2CCOCC2)n(C)c1=O,0,-4,1.1,-2,9,-3,101,3,2,0.0
